CRE Fsk mod – modulators of forskolin-stimulated CRE signaling in CHO cells. CHO CRE-bla reporter (cAMP response element driving beta-lactamase), forskolin EC10, beta-lactamase ratio. AID 662. 2.5% of 71,000 active. Potency, µM (doses to about 38.2 µM), for inactives: top-dose activity change, negative = inhibition, usual class: activators; active = well fitted activation curve with a large enough effect in the signal ratio, with a control signal flat, not every such curve was filed as active; inconclusive = small, poorly fitted or top-dose-only effect, or effect the other way, or a change in a side signal; the % refers to the signal ratio; also: potency is read from the fitted curve at half-maximal effect; % of control where 0% means no effect
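Modulation of forskolin signalling: compounds in titration series added with EC10 NKH 477 to CHO cells carrying a CRE-driven beta-lactamase reporter, 3 h, 37C. CCF4 FRET ratio (460/530 nm, ex 405 nm) gives %activity and AC50.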
Caspase-1 inhib – blocks human caspase-1 allosterically or competitively; Potency, µM (titrated, usually from 57.5 µM), inactives show at the highest dose activity change, negative = inhibition, usual class: inhibitors; 0.03% of 75,000 active; P29466; Caspase-1 enzyme, Ac-WEHD-AFC fluorogenic rate;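 also: potency is read from the fitted curve at half-maximal effect; plate controls were vehicle for no effect and no substrate for full effect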
ERK AVP block – blocks ERK signaling stimulated by vasopressin | HEK293-V1b, vasopressin-stimulated pERK AlphaScreen | Potency, µM (top dose mostly 57.5 µM), for inactives: top-dose activity, negative = inhibition, most hits filed as inhibitors | 0.99% of 72,000 active; also: potency is read from the fitted curve at half-maximal effect; % is scaled to controls: 0 for no effect and ±100 for the full control effect; nearly all actives have a fitted effect of over 55% in size
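qHTS, compounds titrated on V1b-expressing HEK293 cells. Preincubation 30 min at 37C, vasopressin 25 nM for 5 min, lysis 10 min, bead incubation 5 hr at room temperature.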
BRCT inh red – disrupts BRCA1 BRCT binding to phosphoprotein, red fluorophore readout; P38398; AID 892; 0.03% of 75,000 active; Potency, µM (top dose mostly 76.9 µM), for inactives: top-dose activity change, negative = inhibition, usual class: inhibitors; BRCT-phosphopeptide binding, red fluorescence polarization; also: % is scaled to controls: 0 for no effect and ±100 for the full control effect
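Rhodamine-labelled pBACH1 10-mer (100 nM) bound to BRCT domain (100 nM) at pH 7.3; compounds incubated 12 min room temperature, polarization read. Free peptide defines full inhibition; unlabelled decapeptide titrated as control.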
Luciferase inh – inhibitors of firefly luciferase | P08659 | purified firefly luciferase, luminescence, 8 min | Potency, µM (highest dose often 57.1 µM), without a hit: at the highest dose activity change, negative = inhibition, usual class: inhibitors | 2.2% of 72,000 active | AID 411; also: potency is read from the fitted curve at half-maximal effect; % is scaled to controls: 0 for no effect and ±100 for the full control effect; nearly all actives have a fitted effect of over 40% in size
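Here, luciferase activity is measured as luminescence following an 8 min room-temperature reaction at 10 uM ATP, pH 7.2. Every library sample is titrated.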
HEK293 cAMP ctrl – parental HEK293 cAMP activation (counter-screen). 2.5% of 73,000 active. Potency, µM (top dose mostly 57.1 µM), inactives show top-dose activation, hits mostly activators. parental HEK293 CNG cAMP sensor, membrane potential fluorescence. AID 938; also: potency is read from the fitted curve at half-maximal effect; % of control where 0% means no effect; nearly all actives have a fitted effect of over 55% in size
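Counterscreen for endogenous-receptor signalling: CNG-channel HEK 293 cells report cAMP rise by membrane depolarization. After 60 min dye equilibration with 100 uM RO 20-1724, compounds incubated 30 min before bottom-read fluorescence at 590 nm.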
Tau fil binding – binders of human tau filaments; 2% of 71,000 active; recombinant tau filaments, thioflavin S fluorescence, 15 h; filaments grown with octadecylsulfate alongside compound; Potency, µM (doses to about 57.1 µM), without a hit: at the top dose activity change, negative = inhibition; P10636;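 also: potency is read from the fitted curve at half-maximal effect; % is scaled to controls: 0 for no effect and ±100 for the full control effect; actives lower thioflavin S fluorescence by blocking filaments or displacing dye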
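His-tagged recombinant human tau (exons 2, 3 and 10 included), 1 uM, was induced to fibrillize by 30 uM sodium octadecylsulfate with compound present. After 15 h at 37 C, thioflavine S fluorescence (ex 450, em 510 nm) was read.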
USP2a inhib – blocks human ubiquitin-specific protease USP2a; USP2a enzymatic assay, qHTS inhibition; 0.1% of 60,000 active; O75604; Potency, µM (top dose mostly 38.3 µM), for inactives: top-dose activity change, negative = inhibition, usual class: inhibitors;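 also: potency is read from the fitted curve at half-maximal effect; nearly all actives have a fitted effect of over 60% in size; plate controls were DMSO for no effect and NEM full inhibition control for full effect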
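USP2 core (20 nM final) was preincubated with compound for 30 min at RT in 20 mM Tris-HCl pH 8.0, 2 mM CaCl2, 2 mM beta-mercaptoethanol; Ub-PLA2 (20 nM) plus NBD C6-HPC (20 uM) then added, fluorescence read after 2.5 h.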
A350 autofl – compound fluoresces in the Alexa 350 spectral region; AID 590; 11% of 59,000 active; Compound autofluorescence, 340/450 nm, Alexa 350 dye-equivalents; stronger effect = higher value; max dye-equivalent concentration, M; in the data active = max dye-equivalent concentration above about 10 nM; inconclusive = mostly about 1.1 nM to 9.6 nM
Caspase-7 inhib – allosteric or competitive inhibitors of human caspase-7. Potency, µM (top dose mostly 57.5 µM), for inactives: top-dose activity change, negative = inhibition, hits mostly inhibitors. P55210. AID 889. recombinant caspase-7, Ac-DEVD-AFC fluorescence rate. 0.02% of 75,000 active; active = well fitted inhibition curve with a large enough effect in the main read-out, with a control signal flat, not every such curve was filed as active; inconclusive = small, poorly fitted or top-dose-only effect, or a change in a side signal; also: potency is read from the fitted curve at half-maximal effect; % of control where 0% means no effect
BRCT PPI green – inhibitors of human BRCA1 BRCT-phosphoprotein interaction (green fluorophore); 0.05% of 75,000 active; AID 875; Potency, µM (top dose mostly 76.9 µM), without a hit: top-dose activity change, negative = inhibition, usual class: inhibitors; BRCA1 BRCT-phosphopeptide binding, green fluorescence polarization; P38398;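 also: potency is read from the fitted curve at half-maximal effect; plate controls were peptide without protein for full effect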
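Compounds were incubated for 12 min at room temperature with a complex of 100 nM fluorescein-tagged pBACH1 decapeptide and 250 nM His-tagged BRCT protein. Buffer was phosphate pH 7.3 with EDTA, DTT and Tween 20. Disruption of binding lowers the polarization signal.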
Numbers without * were called inactive; i = inactive; u = inconclusive; x = no result given; & = joins results of further samples; [ ] = another dose, or the depositor's remark. Unless noted, calls follow the shape of the dose curve; as a rule, active = well fitted curve in the direction sought with a large enough effect; inconclusive = small, poorly fitted or top-dose-only effect, or another doubt; inactive = no such curve, though single readings can be large; an effect the other way counts as inactive or inconclusive. An excerpt. The share of hits here may be higher or lower than overall.

Below each SMILES: CRE Fsk mod | Caspase-1 inhib | ERK AVP block | BRCT inh red | Luciferase inh | HEK293 cAMP ctrl | Tau fil binding | USP2a inhib | A350 autofl | Caspase-7 inhib | BRCT PPI green
1	Cc1ncc(CN2CC=C(c3ccccc3)CC2)c(N)n1
→ x | 1% | 2% | 2.6% | x | u | x | x | x | -5% | -0.6%
2	NNC(=O)c1ccc(O)cc1
→ 2% | 6% | -4% | -2.7% | 13µM* | 6% | 7% | -1% | i | 3% | -1.4%
3	CS(=O)(=O)N1CCCC(C(=O)N2CCC3(CC2)OCCO3)C1 (stereo not drawn)
→ 13% | 1% | 28% | 0.8% | 1% | 6% | 0% | -3% | i | 0% | 1.6%
4	CC(=O)Nc1ccccc1OP1(=O)COc2ccccc2OC1
→ 7% | -2% | -10% | 1.0% | 4% | 6% | 0% | -9% | i | -2% | -0.8%
5	C(=NC1CCCCC1)=NC1CCCCC1
→ -3% | -2% | 12% | 0.9% | x | 7% | 1% | x | x | -1% | 1.7%
6	CC(=O)CC1CCCCN1 (stereo not drawn)
→ x | -3% | -2% | 0.9% | x | x | x | 3% | x | -2% | -1.4%
7	Nc1ccccc1Cl
→ -8% | -2% | -11% | -0.8% | x | u | -4% | x | x | 0% | -3.6%
8	O=C(CN1CCCC1)Nc1ccc(NC(=O)Nc2ccccc2)cc1
→ 1% | 0% | -10% | 1.3% | u | -12% | 10% | -2% | i | 1% | 0.1%
9	O=C(NCP(=O)(O)O)c1cccnc1
→ -4%[7.6 µM] | 1%[11.5 µM] | -1%[11.5 µM] | 0.8%[15.4 µM] | 0%[11.4 µM] | 9%[11.4 µM] | -4%[11.4 µM] | x | i | 1%[11.5 µM] | 3.3%[15.4 µM]
10	Clc1cncc(N2CCNCC2)n1
→ -18% | -6% | -3% | -1.0% | 1% | -2% | u | x | x | 3% | 3.9%
11	CCN1C[C@@]2(COC)CC[C@H](OC)[C@]34[C@@H]1[C@]1(OCO[C@@]15C[C@@H](OC)C1C[C@H]3[C@H]5[C@@H]1OC)[C@H](O)[C@@H]24
→ 5%[17.1 µM] | -3%[25.7 µM] | 7%[25.7 µM] | -0.8%[34.4 µM] | 3%[25.5 µM] | 5%[25.6 µM] | -4%[25.6 µM] | -4%[17.1 µM] | u | 0%[25.7 µM] | -1.9%[34.4 µM]
12	COc1ccc2c3c1O[C@@H]1C(=O)CC[C@@]4(O)[C@@H](C2)N(CC2CC2)CC[C@]314
→ -2% | -2% | 11% | -1.9% | 1% | u | 4% | 4% | i | 0% | -2.7%
13	NCCc1c[nH]c2ccccc12
→ u | 2%&3% | 4%&-16% | -2.3%&-1.8% | 1% | -3% | 3% | -8%&-1% | i | 1%&4% | -0.1%[3.08 µM]
14	c1nc[nH]n1
→ -7% | 3% | -6% | 0.9% | x | -16% | 16% | x | x | 3% | -0.8%
15	Cc1onc(-c2ccccc2Cl)c1C(=O)NCc1ccccn1
→ -5% | -2% | -6% | -0.2% | 0% | u | 8% | -6% | i | 1% | -2.0%
16	Oc1ccc(Br)cc1CN1CCN(c2ccccc2)CC1
→ 1% | 0% | 16% | -0.3% | 2% | 27% | 14% | -4% | x | 0% | -2.1%
17	CCOC(=O)N(CC)c1ccc(C(O)(C(=O)OCC)C(F)(F)F)cc1 (stereo not drawn)
→ 3% | 3% | 5% | -0.1% | 3% | u | -13% | x | x | -2% | -2.8%
18	c1ccc(CCCCN2CCC(c3ccccc3)CC2)cc1
→ -25% | 1% | -22% | 0.4% | -3% | u | 159% | x | x | -2% | -0.8%
19	COc1ccc2c(c1)c(CCN1CCOCC1)c(C)n2C(=O)c1cccc(Cl)c1Cl
→ x | -4% | -20% | 0.2% | x | 10µM* | x | x | x | -7% | 0.1%
20	C[C@@H]1[C@@H](C)N1C[C@H](O)Cn1ccnc1[N+](=O)[O-] (stereo partly drawn)
→ -3%[7.6 µM] | -4%[11.5 µM] | -20%[11.5 µM] | -0.7%[15.4 µM] | 0%[11.4 µM] | 1%[11.4 µM] | 4%[11.4 µM] | x | i | 2%[11.5 µM] | -0.4%[15.4 µM]
21	C[C@@]12CC[C@H]3[C@H](CCC4=CC(=O)CC[C@H]43)[C@H]1CC[C@H]2OC1(O)C(=O)c2ccccc2C1=O
→ -4%[7.6 µM] | -3%[11.5 µM] | 15%[11.5 µM] | -1.0%[15.4 µM] | 4%[11.4 µM] | -1%[11.4 µM] | 2%[11.4 µM] | x | i | -3%[11.5 µM] | -1.1%[15.4 µM]
22	CCN1C(=O)c2c(C)nc3ccccc3c2C1=O
→ u | 0% | u | -1.4% | 1% | 1% | 16µM* | 10% | i | 0% | -5.0%
23	Cc1c(O)c(O)cc2c1CC=C1[C@]3(C)CC[C@]4(C)CC[C@@](C)(C(=O)O)CC4[C@]3(C)CC[C@]12C (stereo partly drawn)
→ x | 1% | 17% | 1.1% | x | x | x | 12% | x | 2% | -2.8%
24	CC[C@@H]1[C@@H]2C[C@H]3[C@H]4N(C)c5ccccc5[C@@]45C[C@@H]([C@@H]2[C@@H]5O)N3[C@H]1O
→ -3%[17.1 µM] | 0%[25.7 µM] | -20%[25.7 µM] | 0.2%[34.4 µM] | 5%[25.5 µM] | 8%[25.6 µM] | -14%[25.6 µM] | -3%[17.1 µM] | i | -1%[25.7 µM] | -1.9%[34.4 µM]
25	CN1CCC(N2CC3CC(C2)c2cccc(=O)n2C3)CC1 (stereo not drawn)
→ u | 0% | -7% | 0.7% | 0% | 1% | -5% | 5% | u | -1% | 0.0%
26	O=C1NC(=O)C2(Cc3ccccc3N3CCCC32)C(=O)N1c1cccc(Cl)c1 (stereo not drawn)
→ -13% | u | -6% | 0.0% | 3% | 0% | -19% | 29% | u | u | 1.2%
27	CN1[C@@H]2CC[C@H]1CC(OC(=O)N1Cc3ccccc3NC1=O)C2 (stereo partly drawn)
→ x | 0% | 15% | 0.0% | x | 20% | x | x | x | 0% | -0.6%
28	COC(=O)Cc1cc(=O)n(-c2ccccc2)[nH]1
→ u | 0% | -20% | -0.6% | 0% | -39%[inhibitor] | -6% | 3% | u | 2% | 0.9%
29	O=C(Oc1ccc(S(=O)(=O)F)cc1F)c1ccccc1Cl
→ -13%[7.6 µM] | 1%[11.5 µM] | -8%[11.5 µM] | -0.4%[15.4 µM] | -1%[11.4 µM] | -4%[11.4 µM] | 10%[11.4 µM] | x | i | 3%[11.5 µM] | -2.5%[15.4 µM]
30	CN1C(=O)C(Cc2cccs2)C(=O)N(C)C1=O
→ -1% | -3% | -23% | 0.4% | 2% | -1% | 4% | -1% | x | 1% | -2.4%
31	COc1ccccc1CN1CC[C@@]2(CCCN(C(=O)Oc3ccccc3)C2)C1
→ -6% | 1% | 9% | 1.4% | 1%[11.4 µM] | u | -8% | 6% | i | -1% | -0.8%
32	O=C1CC(c2ccccc2)CC(O)=C1C=NCCN1CCN(C(=O)Cc2ccccc2)CC1 (stereo not drawn)
→ 1% | -2% | 0% | 0.2% | 1% | 1% | -11% | 15% | x | 0% | -1.0%
33	C[C@H]1[C@@H](O)[C@@H](C)/C=C\C=CCC\C=C/C=C\C=C/C=C[C@@H](O[C@H]2O[C@@H](C)[C@@H](O)[C@@H](N)[C@@H]2O)C[C@@H]2O[C@@](O)(C[C@@H](O)[C@H]2C(=O)O)C[C@@H](O)[C@@H](O)CC[C@@H](O)C[C@@H](O)C[C@@H](O)CC(=O)O[C@H]1C
→ 2%[17.1 µM] | -1%[25.7 µM] | -9%[25.7 µM] | 0.5%[34.4 µM] | 8%[25.5 µM] | 17%[25.6 µM] | 14%[25.6 µM] | 17%[17.1 µM] | i | -2%[25.7 µM] | 1.7%[34.4 µM]
34	O=[N+]([O-])C(Br)Br
→ 7% | -4% | 13% | 1.1% | x | 20% | 5% | x | x | -2% | -0.3%
35	COC(=O)c1ccc(COc2cc(C)cc3oc(=O)c4c(c23)CCCC4)o1
→ u | 0% | -23% | 1.0% | 2% | 5%[11.4 µM] | 93%[11.4 µM] | 0%[7.66 µM] | x | -1% | -1.4%
36	O=c1cccc2n1CC1CC2CN(c2ncnc3c2cnn3-c2ccc(Cl)cc2)C1 (stereo not drawn)
→ 2% | 0% | -8% | 0.8% | 0% | -3% | 5% | 161%[activator] | i | -1% | -0.4%
37	O=C(c1cc(=O)[nH]c2ccc(Br)cc12)N1CCC2(CC1)OCCO2
→ -4% | 2% | 26% | -4.9% | 1% | 0% | -9% | 2% | u | 2% | -0.3%

Source: PubChem BioAssay (National Center for Advancing Translational Sciences (NCATS))
